B2AR arrestin: qHTS assay of beta-arrestin-biased ligands of beta2-adrenergic receptor; AID 492947, 2010; beta-arrestin recruitment to beta2AR, cell-based reporter; Beta-2 adrenergic receptor (Homo sapiens), P07550; Potency, µM (top dose mostly 46.1 µM), inactives show top-dose activation, hits mostly activators; actives 0.02% (n = 330,000);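 further: potency means the concentration at half of the fitted maximal effect; 0% = DMSO controls and full agonism = EC100 isoproterenol or metaproterenol; nearly all actives have a fitted effect of over 65% in size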
KCNH2 3.1 inh: qHTS for Inhibitors of KCHN2 3.1: Mutant qHTS; Potassium voltage-gated channel subfamily H member 2, brain isoform KCNH2 3.1 (human); U2OS KCNH2 3.1, thallium flux FluxOr; active compounds read low; activity change, % (tested at about 1.8 µM); actives 0.95% (n = 340,000); AID 720553, 2013;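 active means maximum activity change below -70%; inconclusive means maximum activity change from -70% to -50%; inactive means maximum activity change above -50%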;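 further: thallium influx rate constant from kinetic fluorescence after stimulation buffer; on the % scale 0 is the no-effect control and ±100 the full control effect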
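Channel expression came from 3.1 mutant virus (1.77 x 10^8 /mL) applied to suspended U2OS cells for 4 h. Flux was tracked with FluxOr dye plus Red40 quencher, and kinetic rate constants normalized to controls.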
PKM2 activator: qHTS Assay for Activators of Human Muscle isoform 2 Pyruvate Kinase; actives 0.34% (n = 260,000); Potency, µM (top dose mostly 57.5 µM), for inactives: top-dose activation, actives largely listed as activators; purified PKM2, Kinase-Glo ATP luminescence, activation; response scale: 0% is enzyme alone, no compound; further: potency means the concentration at half of the fitted maximal effect; on the % scale 0 is the no-effect control and ±100 the full control effect; nearly all actives have a fitted effect of over 55% in size
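ATP formation by purified human PK-M2, quantified via coupled luciferase luminescence after 1 h at room temperature with 0.1 mM ADP and 0.5 mM PEP final.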
USP2a block: qHTS Assay for Inhibitors of Ubiquitin-specific Protease USP2a Using CHOP2 as the Reporter. USP2 core, Ub-CHOP2 coupled fluorogenic reporter, 485/531. Ubiquitin carboxyl-terminal hydrolase 2 (Homo sapiens), O75604. Potency, µM (titrated, usually from 38.3 µM), for the others: at the highest dose activity change, negative = inhibition, most hits filed as inhibitors. actives 0.01% (n = 330,000);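 further: potency means the concentration at half of the fitted maximal effect; plate controls were DMSO wells for no effect and full inhibition by NEM control for full effect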
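Deubiquitinase activity read as fluorescence (485/531 nm) after Ub-CHOP2 cleavage activates the enterokinase reporter on its substrate; USP2 core 10nM, Ub-CHOP2 and substrate 25nM each, 30min compound preincubation then 60min RT; data normalized to NEM, curves fitted.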
GALK inhibitor: qHTS Assay for Inhibitors of Human Galactokinase (GALK). P51570. Purified GALK, Kinase-Glo residual ATP luminescence. Potency, µM (series often up to 57.5 µM), for inactives: at the highest dose activity change, negative = inhibition, actives largely listed as inhibitors. actives 0.007% (n = 270,000). AID 1868, 2009; further: potency means the concentration at half of the fitted maximal effect; on the % scale 0 is the no-effect control and ±100 the full control effect
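The enzyme phosphorylates galactose (100 uM) using ATP (35 uM); inhibition is detected as higher residual ATP, quantified by bioluminescence after 1 h reaction at room temperature, pH 8.0.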
Giardia killer: Small Molecules that selectively kill Giardia lamblia: qHTS. Giardia lamblia trophozoite viability. activity change, % at 7.66 µM, hits read low. actives 0.15% (n = 340,000); in the data active means activity change below about -80%; inconclusive means between about -30% and that limit;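 further: parasites exposed to compound for two days anaerobically before the ATP read; on the % scale 0 is the no-effect control and ±100 the full control effect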
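Anaerobic 48 hrs incubation at 37 deg C of 100 trophozoites/well with test compounds; ATPLite 1-Step luminescence, 15-30 min RT, reports cellular ATP as viability.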
Menin-MLL TR inh: qHTS Assay for Inhibitors Targeting the Menin-MLL Interaction in MLL Related Leukemias: Competition With Texas Red Labeled MLL-derived Mutant Peptide; O00255; Menin + Texas Red MLL mutant peptide, fluorescence polarization; Potency, µM (series often up to 61.6 µM), inactives show at the top dose FP activity change, negative = inhibition, actives largely listed as inhibitors; actives 0.23% (n = 270,000); AID 1768, 2009; active means well fitted inhibition curve with a large enough effect in the polarisation, with a control signal flat, not every such curve was filed as active; inconclusive means small, poorly fitted or top-dose-only effect, or effect the other way, or a change in a side signal; inactive means no such curve, though single readings can be large or run the other way; the % refers to the polarisation; further: potency means the concentration at half of the fitted maximal effect; % of control where 0% means no effect; many of its hits are not listed in these tables
KCNH2 WT inh: qHTS for Inhibitors of KCHN2 3.1: Wildtype qHTS | actives 0.37% (n = 340,000) | activity change, % at 1.84 µM | U2OS, BacMam KCNH2, thallium flux FluxOr; active compounds read low | AID 720551, 2013;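 active means maximum activity change below -70%; inconclusive means maximum activity change between -70% and -50%; inactive means maximum activity change above -50%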; further: on the % scale 0 is the no-effect control and ±100 the full control effect
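U2OS cells were transduced with wild-type KCNH2 virus (2.03 x 10^8 / mL) for 4 h at room temperature, then cultured overnight at 37 C. Thallium flux was read with FluxOr dye. Rate constants were normalized to DMSO controls.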
CXXC DNA block: qHTS Fluorescence Polarization Assay for Inhibitors of MLL CXXC domain - DNA interaction | actives 0.037% (n = 290,000) | MLL-CXXC / FITC-HOXA9 DNA fluorescence polarization | Potency, µM (top dose mostly 115 µM), for inactives: at the highest dose activity change, negative = inhibition, most hits filed as inhibitors | AID 2662, 2010; active means well fitted inhibition curve with a large enough effect in the polarisation, with a control signal flat, not every such curve was filed as active; inconclusive means small, poorly fitted or top-dose-only effect, or effect the other way, or a change in a side signal; inactive means no such curve, though single readings can be large or run the other way; the % refers to the polarisation; further: potency means the concentration at half of the fitted maximal effect
Target sequence (Q03164 whole entry, looked up, the tested form may be a part): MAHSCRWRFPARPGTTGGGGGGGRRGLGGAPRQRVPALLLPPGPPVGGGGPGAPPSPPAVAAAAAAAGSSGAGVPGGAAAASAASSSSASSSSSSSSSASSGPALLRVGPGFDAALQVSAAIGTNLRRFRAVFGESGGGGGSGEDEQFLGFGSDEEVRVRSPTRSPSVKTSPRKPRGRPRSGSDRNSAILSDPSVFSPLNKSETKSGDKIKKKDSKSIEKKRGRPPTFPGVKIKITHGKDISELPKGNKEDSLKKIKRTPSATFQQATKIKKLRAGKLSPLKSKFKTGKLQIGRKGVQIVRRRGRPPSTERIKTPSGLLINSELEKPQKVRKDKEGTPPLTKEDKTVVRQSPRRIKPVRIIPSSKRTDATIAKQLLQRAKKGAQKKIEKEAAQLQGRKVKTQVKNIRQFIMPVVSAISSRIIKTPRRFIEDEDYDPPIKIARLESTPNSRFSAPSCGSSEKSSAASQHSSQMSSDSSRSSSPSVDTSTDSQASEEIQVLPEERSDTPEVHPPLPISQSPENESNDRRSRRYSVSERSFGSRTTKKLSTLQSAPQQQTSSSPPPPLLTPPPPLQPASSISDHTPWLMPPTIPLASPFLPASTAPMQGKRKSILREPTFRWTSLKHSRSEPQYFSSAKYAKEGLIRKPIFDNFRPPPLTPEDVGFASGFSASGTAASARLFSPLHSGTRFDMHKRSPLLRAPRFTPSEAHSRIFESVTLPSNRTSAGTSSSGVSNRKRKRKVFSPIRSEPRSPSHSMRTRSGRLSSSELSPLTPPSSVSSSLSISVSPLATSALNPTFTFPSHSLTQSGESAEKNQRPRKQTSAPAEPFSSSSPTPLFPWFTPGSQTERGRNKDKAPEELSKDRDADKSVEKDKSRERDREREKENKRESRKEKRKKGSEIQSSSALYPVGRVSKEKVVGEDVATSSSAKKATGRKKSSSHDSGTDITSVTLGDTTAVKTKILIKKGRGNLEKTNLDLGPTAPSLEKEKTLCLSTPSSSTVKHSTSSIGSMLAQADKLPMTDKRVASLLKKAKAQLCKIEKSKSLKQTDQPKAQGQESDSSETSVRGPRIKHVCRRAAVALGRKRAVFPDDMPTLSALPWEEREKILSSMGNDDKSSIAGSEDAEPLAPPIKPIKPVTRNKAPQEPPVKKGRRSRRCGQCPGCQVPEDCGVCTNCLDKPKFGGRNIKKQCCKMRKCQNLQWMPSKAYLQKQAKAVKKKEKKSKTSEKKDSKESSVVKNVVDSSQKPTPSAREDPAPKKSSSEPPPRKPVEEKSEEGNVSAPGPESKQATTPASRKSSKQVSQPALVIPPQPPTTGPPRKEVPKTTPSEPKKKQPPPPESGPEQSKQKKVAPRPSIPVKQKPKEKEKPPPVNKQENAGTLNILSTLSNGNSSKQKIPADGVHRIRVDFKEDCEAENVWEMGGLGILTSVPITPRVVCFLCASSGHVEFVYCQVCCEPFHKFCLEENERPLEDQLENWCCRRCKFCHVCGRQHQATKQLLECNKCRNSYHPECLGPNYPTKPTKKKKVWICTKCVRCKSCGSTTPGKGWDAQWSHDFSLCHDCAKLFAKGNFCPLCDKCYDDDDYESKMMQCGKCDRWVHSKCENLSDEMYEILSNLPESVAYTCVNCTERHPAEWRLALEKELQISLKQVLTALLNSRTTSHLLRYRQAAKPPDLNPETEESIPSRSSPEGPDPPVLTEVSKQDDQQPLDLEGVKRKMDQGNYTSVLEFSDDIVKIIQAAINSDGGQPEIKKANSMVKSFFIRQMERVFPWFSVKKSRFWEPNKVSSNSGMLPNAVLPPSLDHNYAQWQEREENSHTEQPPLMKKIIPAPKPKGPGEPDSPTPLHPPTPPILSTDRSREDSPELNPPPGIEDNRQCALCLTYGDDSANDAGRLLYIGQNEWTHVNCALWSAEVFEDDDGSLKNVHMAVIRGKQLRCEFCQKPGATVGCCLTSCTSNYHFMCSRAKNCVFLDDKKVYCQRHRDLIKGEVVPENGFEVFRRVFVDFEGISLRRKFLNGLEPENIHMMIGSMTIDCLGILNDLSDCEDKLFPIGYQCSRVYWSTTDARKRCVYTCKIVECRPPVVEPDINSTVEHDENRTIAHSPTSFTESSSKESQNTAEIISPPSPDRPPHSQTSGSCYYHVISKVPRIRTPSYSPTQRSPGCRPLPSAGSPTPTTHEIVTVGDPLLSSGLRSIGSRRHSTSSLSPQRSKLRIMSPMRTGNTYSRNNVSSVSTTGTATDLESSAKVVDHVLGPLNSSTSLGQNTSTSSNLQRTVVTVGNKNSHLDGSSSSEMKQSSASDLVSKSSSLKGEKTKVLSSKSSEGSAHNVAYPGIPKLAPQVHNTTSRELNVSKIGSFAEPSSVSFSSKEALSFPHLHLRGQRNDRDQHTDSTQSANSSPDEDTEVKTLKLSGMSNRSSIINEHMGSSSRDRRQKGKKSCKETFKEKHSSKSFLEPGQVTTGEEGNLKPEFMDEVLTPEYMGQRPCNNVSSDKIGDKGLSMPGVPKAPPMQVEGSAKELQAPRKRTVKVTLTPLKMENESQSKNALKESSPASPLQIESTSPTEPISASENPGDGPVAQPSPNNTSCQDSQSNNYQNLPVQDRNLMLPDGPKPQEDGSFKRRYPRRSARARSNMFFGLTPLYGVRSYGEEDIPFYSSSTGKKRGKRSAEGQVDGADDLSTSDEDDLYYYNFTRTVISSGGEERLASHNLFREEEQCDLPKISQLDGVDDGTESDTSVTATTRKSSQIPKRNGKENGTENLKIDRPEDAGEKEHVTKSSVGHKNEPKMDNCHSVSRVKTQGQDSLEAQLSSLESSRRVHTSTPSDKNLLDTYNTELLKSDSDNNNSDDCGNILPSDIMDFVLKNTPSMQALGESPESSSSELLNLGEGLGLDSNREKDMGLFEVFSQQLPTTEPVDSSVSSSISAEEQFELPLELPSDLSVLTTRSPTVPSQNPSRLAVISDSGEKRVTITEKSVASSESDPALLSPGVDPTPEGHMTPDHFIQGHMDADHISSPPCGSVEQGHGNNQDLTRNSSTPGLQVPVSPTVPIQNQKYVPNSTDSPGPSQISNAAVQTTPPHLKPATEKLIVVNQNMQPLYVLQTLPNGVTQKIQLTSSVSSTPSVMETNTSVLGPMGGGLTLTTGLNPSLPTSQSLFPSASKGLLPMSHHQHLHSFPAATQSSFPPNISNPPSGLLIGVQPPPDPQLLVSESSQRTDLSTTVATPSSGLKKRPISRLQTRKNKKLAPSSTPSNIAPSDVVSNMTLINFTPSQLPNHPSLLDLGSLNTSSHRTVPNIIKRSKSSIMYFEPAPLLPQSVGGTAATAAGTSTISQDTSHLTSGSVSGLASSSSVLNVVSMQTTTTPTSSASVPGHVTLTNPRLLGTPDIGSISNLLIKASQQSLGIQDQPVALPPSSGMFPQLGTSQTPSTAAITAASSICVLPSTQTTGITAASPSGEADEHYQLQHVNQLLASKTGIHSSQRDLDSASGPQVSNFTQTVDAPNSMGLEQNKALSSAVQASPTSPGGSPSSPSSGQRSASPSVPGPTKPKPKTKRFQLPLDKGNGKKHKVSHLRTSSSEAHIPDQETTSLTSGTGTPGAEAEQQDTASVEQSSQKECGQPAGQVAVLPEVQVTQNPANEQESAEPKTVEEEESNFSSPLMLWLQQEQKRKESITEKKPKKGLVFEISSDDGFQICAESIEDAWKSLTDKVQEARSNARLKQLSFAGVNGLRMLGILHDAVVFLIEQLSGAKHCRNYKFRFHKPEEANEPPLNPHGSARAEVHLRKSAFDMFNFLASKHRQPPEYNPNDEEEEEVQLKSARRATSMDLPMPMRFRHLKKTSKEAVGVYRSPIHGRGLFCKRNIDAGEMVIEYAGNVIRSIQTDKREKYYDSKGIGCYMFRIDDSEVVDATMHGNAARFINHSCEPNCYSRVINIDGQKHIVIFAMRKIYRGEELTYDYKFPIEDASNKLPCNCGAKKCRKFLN
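Purified MLL-CXXC (added from a 7 uM solution) was preincubated 5 min at ambient with pinned compounds in 50 mM Tris-HCl pH 7.5, 50 mM NaCl, 1 mM DTT, 0.05% BSA. Fluorescein-labeled HOX-A9 DNA (50 nM solution) followed, 30 min, then polarization read.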
TRPV1 agonist: HTS Assay for Compounds that Act as Agonists of the Vanilloid Receptor 1. Transient receptor potential cation channel subfamily V member 1 (Homo sapiens), Q8NER1. TRPV1-expressing cells, Fluo-8 calcium influx, agonist mode. activation, % at 8.33 µM. actives 0.19% (n = 320,000). AID 540275, 2011; in the data active means activation above about 80%; inconclusive means between about 30% and that limit; further: 0% is about no effect
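TRPV1-expressing cells were cultured overnight at 35.5C and loaded with Fluo-8 calcium dye for 40 to 90 min at room temperature. After a 10 s baseline, compound was added and calcium influx was read kinetically for 3 min (ex 480/em 520 nm).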
FBPA coupling cs: qHTS Assay for Inhibitors of Fructose-1,6-bisphosphate Aldolase from Giardia Lamblia: Coupling assay counterscreen; coupling enzyme system counterscreen, AmpLite Red fluorescence; activity change, negative = inhibition, % at 58.2 µM, hits read low; actives 0.67% (n = 290,000); AID 2472, 2010; in the data active means activity change below about -30%; further: on the % scale 0 is the no-effect control and ±100 the full control effect
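Fluorescence at 525 nm excitation and 598 nm emission measured inhibition of the coupled detection system without aldolase. Compounds (at 57.5 uM final) were preincubated 10 min at room temperature with coupling enzyme reagent before a 20 min substrate/AmpLite Red step.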
Numbers without * were called inactive; ? = inconclusive; nt = not tested or not shown; [ ] = remark or other dose. Unless noted, the call rests on the fitted dose curve; in most records, active means well fitted curve in the direction sought with a large enough effect; inconclusive means small, poorly fitted or top-dose-only effect, or another doubt; inactive means no such curve, though single readings can be large; an effect the other way counts as inactive or inconclusive.

SMILES | B2AR arrestin | KCNH2 3.1 inh | PKM2 activator | USP2a block | GALK inhibitor | Giardia killer | Menin-MLL TR inh | KCNH2 WT inh | CXXC DNA block | TRPV1 agonist | FBPA coupling cs
CCN(CC)c1ccc(C=Nc2ccccc2)c(O)c1 | -0.2% | -13.3 | 2.6% | 0.1% | -1.9% | 4.4 | 6.3% | -8.4 | -0.7% | 5.4 | -13.4
N#CCSc1ccccc1NC(=O)CN1C(=O)C2CC=CCC2C1=O (stereo not given) | 0.1% | -0.8 | nt | 7.2% | nt | -10.0 | nt | 1.4 | nt | 0.7 | nt
COc1cc(S(=O)(=O)n2cnc3ccccc32)ccc1Br | -0.1% | 7.5 | -1.6% | -0.6% | 2.7% | 20.7 | 0.0% | 1.9 | -1.4% | 0.5 | 3.0
COc1ccc(C2=NN(C(C#N)c3ccc(OC)cc3)C(c3ccccc3)C2)cc1 (stereo not given) | -0.2% | ? | 5.4% | 0.7% | -0.3% | -8.6 | ? | -27.6 | 7.1% | 27.9 | -1.4
COc1ccc(-c2csc(NC3OC(=O)c4c3ccc(OC)c4OC)n2)cc1OC (stereo not given) | 0.2% | -3.0 | 19.8% | -2.8% | -2.1% | 4.3 | nt | -5.3 | -9.1% | -2.3 | 1.6
CC1(C)CNC(=O)c2sc(NC(=O)c3ccccc3)nc2C1 | 0.1% | -25.6 | nt | -1.0% | 4.9% | ? | -19.9% | 2.2 | 13.3% | 4.6 | -0.7
CCCNC1=C(C)C(=O)CC1 | 0.4% | 9.3 | -2.1% | 2.0% | 1.4% | 15.1 | 1.5% | 2.2 | -5.6% | -1.9 | 0.3
O=C(Nc1cc(S(=O)(=O)N2CCOCC2)ccc1N1CCOCC1)c1cc(=O)[nH]c2ccccc12 | 0.3% | 4.3 | -4.3% | -0.8% | 1.3% | 0.6 | 3.0% | 8.1 | 3.9% | -3.4 | 0.9
O=C(/C=C/c1ccc(F)cc1)NCCCN1CCN(CCCNC(=O)/C=C/c2ccc(F)cc2)CC1 | -1.0% | -91.9* | 0.0% | 0.0% | 1.4% | 5.9 | 0.5% | -42.9 | 0.0% | 4.0 | -0.1
C/C(CC(=O)NCc1ccccc1Cl)=N/NC(=O)c1ccccn1 | 0.2% | 9.0 | nt | 2.1% | -0.6% | 5.1 | 1.7% | 8.0 | 5.5% | 7.6 | -2.1
CCOC(=O)c1ccc(N2C(=O)CC(N3CCN(C(=O)c4ccco4)CC3)C2=O)cc1 (stereo not given) | 0.3% | 4.4 | -0.3% | 3.7% | 3.6% | 12.1 | -8.2% | 5.1 | -2.4% | -2.0 | 0.1
Cc1ccc(-c2nnc(SCC(=O)N3CCCC3)o2)cc1 | 0.2% | -1.3 | -1.2% | 5.6% | 5.4% | 3.7 | -4.8% | -7.7 | 10.3% | 3.3 | 1.4
CCN(CC)C(=O)CSc1nc2c(sc(=S)n2-c2ccc(C)cc2C)c(=O)[nH]1 | -0.6% | 1.1 | nt | -6.1% | nt | -5.1 | 38.7%[activator] | -2.4 | 7.1% | -4.0 | 0.6
CC/C(=N\NC(=O)c1ccc(-c2ccccc2)cc1)C12CC3CC(CC(C3)C1)C2 | -0.2% | -6.6 | 15.6% | -1.8% | 1.4% | 5.1 | 4.0% | 26.9 | -0.5% | 24.0 | 0.9
COc1ccccc1CNC(=O)CCC(=O)Nc1nnc(C)s1 | -0.8% | -3.9 | 3.8% | 0.6% | 3.2% | -6.6 | -2.2% | -297.7* | -1.4% | -0.1 | 0.5
C[N+]1(CC#CC(O)(c2ccccc2)c2ccccc2)CCCC1 | 0.0% | 1.0 | 0.5% | 1.6% | nt | 3.1 | -12.7% | -5.7 | 5.2% | 1.2 | 1.9
CC(C)c1nnc(NC(=O)CCC(=O)N2CCN(c3ccc(Cl)cc3)CC2)s1 | 0.3% | -13.5 | nt | -0.6% | 3.5% | -15.5 | nt | -5.0 | 0.3% | 2.7 | nt
CCN(CC)C1=CC(=[N+]2CCCC2)CC(C)(C)C1 | -0.8% | 0.5 | -7.4% | -3.8% | nt | 2.2 | -6.3% | -4.9 | 1.8% | -0.6 | 1.1
O=S(=O)(Nc1ccccc1F)c1ccc2nsnc2c1 | 0.2% | 8.5 | 10.1% | -0.3% | -4.1% | -18.9 | -8.9% | -11.3 | 7.2% | -1.3 | 0.3
Cc1ccc(-n2c(C)cc(C(=S)N3CCOCC3)c2C)cc1C | 0.1% | -16.7 | 1.8% | 0.8% | 0.0% | 1.6 | -22.5% | -21.3 | -1.2% | 16.1 | 1.0
COc1cc(-c2cc(C(=O)NCCc3ccc(S(N)(=O)=O)cc3)c3ccccc3n2)cc(OC)c1OC | -0.6% | -4.1 | 6.6% | -1.0% | -6.0% | 3.2 | nt | -0.7 | 1.2% | 2.6 | -2.9
CCOc1ccc(N(CC(=O)Nc2ccccc2C(=O)NCc2ccco2)S(C)(=O)=O)cc1 | 0.2% | -0.3 | -2.5% | -0.3% | -0.9% | 2.3 | nt | 4.5 | -0.3% | -0.4 | 1.5
O=C(CN1C(=O)S/C(=C\c2ccccc2)C1=O)NNC(=O)c1ccccc1O | -0.1% | 1.4 | 1.6% | -5.6% | -1.2% | 0.3 | -1.4% | -3.9 | -0.2% | -2.6 | 5.9
CCN(CC)CCNc1nc2c(c(=O)n(C)c(=O)n2C)n1C/C=C(/C)Cl | -0.1% | 1.3 | 3.4% | -0.3% | -0.9% | 11.4 | -22.2% | 8.9 | -2.9% | 4.7 | -0.3
O=C(CN1c2cccc3cccc(c23)S1(=O)=O)Nc1ccc(F)c(F)c1F | -0.6% | -2.7 | nt | -1.7% | nt | 12.9 | nt | -2.1 | nt | nt | nt
SMILES | B2AR arrestin | KCNH2 3.1 inh | PKM2 activator | USP2a block | GALK inhibitor | Giardia killer | Menin-MLL TR inh | KCNH2 WT inh | CXXC DNA block | TRPV1 agonist | FBPA coupling cs
Cc1nc(SCC(=O)NCC(F)(F)F)c2c(-c3cccs3)csc2n1 | 0.1% | -0.6 | 10.7% | 4.8% | -1.4% | -26.2 | -13.6% | -9.9 | 3.0% | 16.2 | 4.3
COc1ccc(CCNCc2ccccc2N2CCCC2)cc1 | -1.1% | ? | nt | -1.2% | nt | -7.3 | ? | 1.5 | 20.0% | 2.2 | 0.0
Cc1ccc2c(ccc(=S)n2C)c1 | -0.3% | -18.9 | 1.2% | -4.6% | 4.7% | 1.7 | 4.8% | -0.2 | 6.7% | 3.6 | 1.6
Cc1ccccc1-n1cc(CNC(=O)C2CCC(=O)N(C3CC3)C2)cn1 (stereo not given) | 0.0% | 7.5 | -4.8% | -0.8% | 7.6% | 12.2 | 4.5% | 28.9 | 1.7% | -5.2 | 1.8
CC(=O)c1cccc(NC(=O)c2cc(=O)c3ccccc3o2)c1 | 0.0% | 18.5 | 0.5% | 3.3% | -2.6% | -13.0 | -5.7% | -9.0 | -2.6% | 7.1 | -0.9
Cc1cc(C(C)(C)C)cc(C)c1C(=O)O | 0.0% | 1.0 | 1.6% | -0.7% | 0.4% | ? | nt | -1.4 | -6.9% | -0.7 | 1.0
O=C(CCNC(=O)c1ccco1)Nc1ccc(OC(F)F)c(Cl)c1 | 0.0% | -4.8 | 4.6% | 1.7% | 0.5% | 13.3 | 8.8% | -0.5 | 11.9% | -0.9 | -0.6
CCC(=O)Nc1cc(-c2nn(C)c(=O)c3ccccc23)ccc1N1CCOCC1 | 0.4% | 16.3 | 7.6% | 0.9% | 0.3% | -2.4 | 2.1% | 7.2 | 15.6% | -5.6 | 3.4
Cc1cnn(C(=S)NCc2ccc(Cl)cc2)c1 | -0.5% | -3.1 | -1.0% | 3.5% | -1.0% | 13.0 | 18.9% | 4.7 | 9.8% | ? | 3.0

A portion of the library. The share of hits here may be higher or lower than overall.
